# Epigenetic derep: derepresses silenced GFP reporter in murine cells. murine LDR cells, GFP reporter derepression, 30 h. Potency, µM (series often up to 53.9 µM), without a hit: top-dose GFP activation, hits mostly activators. 280,000 compounds, 0.2% hits; active = well fitted activation curve with a large enough effect; inconclusive = small, poorly fitted or top-dose-only effect; also: % of control where 0% means no effect; nearly all actives have a fitted effect of over 60% in size
#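 Murine LDR cells bearing a silenced CMV-driven GFP reporter were exposed to compound for 30 h at 37 C. After PBS washes, GFP-positive cells (20-120 um objects) counted by laser-scanning microplate cytometry.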
# An asterisk follows results filed as active; u = inconclusive. Potency is read from the fitted curve at half-maximal effect. Only part of the results is shown, so the mix of outcomes need not match the whole.
SMILES,Epigenetic derep
Cn1c(=O)c2c(nc3n(-c4ccc(O)cc4)c(-c4ccc(Br)cc4)cn23)n(C)c1=O,-1.1%
Cc1cccc(C)c1Nc1nn2c(=O)c3cc4c(cc3nc2s1)OCO4,6.2%
COc1ccc(-c2cc(C(F)(F)F)n3nc(-c4ccccc4)cc3n2)cc1OC,0.0%
Cc1cc(NC(=O)Nc2csc3c2CCCC3)ccc1Br,4.1%
COc1ccc2c(CNCCc3cccs3)c(C(=O)O)n(Cc3ccccc3C)c2c1,0.7%
O=C(NCC(c1ccccc1)c1ccccc1)c1nn(-c2ccccc2Cl)nc1CO,0.7%
O=C(/C=C/c1ccc(F)cc1)Nc1nc2n(n1)C(c1ccc(Cl)cc1)C=C(c1ccccc1)N2 (stereo not given),-1.7%
Cc1c(CC(=O)N2CCCCC2)c(=O)oc2c(C)c(O)ccc12,-1.0%
COc1ccc(-c2csc3nc(-c4ccccc4C)oc(=O)c23)cc1OC,8.7%
CCOC(=O)CSc1nc(-c2ccc(OCC)cc2)cc(C(F)(F)F)c1C#N,12%
O=S(=O)(c1ccc(Br)cc1)c1nc(-c2cccs2)oc1SCc1ccc(F)cc1,4.5%
COC(=O)c1c(NC(=O)COc2cccc(C(F)(F)F)c2)sc2c1CCCC2,-0.8%
COc1cc(OC)c(NC(=O)Cn2c(=O)c(C(F)(F)F)nc3ccccc32)cc1Cl,-2.1%
Cn1c(=O)n(C)c2cc(N3CCOCC3)c(NS(=O)(=O)c3ccc(Br)cc3)cc21,-0.6%
Cc1ccc(-c2c3c(=O)n(C)c(=O)n(C)c3cn2-c2cc(C)ccc2O)cc1,5.6%
Cc1cc(C)cc(NC(=O)c2cccc(C(=O)Nc3cc(C)cc(C)c3)c2)c1,0.8%
Cc1ccccc1-c1nc(CN2CCC(C(=O)NCc3ccc(F)cc3)CC2)c(C)o1,0.8%
Cc1ccn2c(Nc3ccc4c(c3)OCCO4)c(-c3ccccc3O)nc2c1,-0.2%
CN(C)c1ccc(-c2nc(-c3ccccn3)no2)cc1[N+](=O)[O-],-2.6%
CCc1ccc(NC(=O)Cn2c(=O)n(CCC(=O)NCCc3ccc(OC)c(OC)c3)c(=O)c3ccccc32)cc1,-1.8%
COc1ccc(Nc2ccc3cc(S(=O)(=O)N4CCCC4)ccc3n2)cc1Cl,-4.6%
Cc1ccc(Cl)cc1Nc1nc2ccccc2c2nncn12,0.3%
COc1ccc(CCNC(=O)CCc2c(C)nc3c(c(C)nn3-c3ccc(C)cc3)c2C)c(OC)c1,13%
COC(=O)Cn1c(SCCOc2ccccc2OC)nc2ccccc21,-3.2%
CC1=C(C(=O)Nc2ccccc2)C(c2ccncc2)n2nc(SCc3ccccc3)nc2N1 (stereo not given),-1.8%
CCn1cc2nc(SCc3ccccc3F)n(Cc3ccc(C)cc3)c(=O)c2n1,0.7%
Cc1ccc2oc3c(c(=O)c2c1)C(c1ccc(F)cc1)N(c1nc(C)c(C)s1)C3=O (stereo not given),-3.2%
COc1ccc(S(=O)(=O)N2CCC(Oc3ccc(-n4cnnn4)cc3)CC2)cc1OC,0.1%
COc1ccc2c(Sc3ccc(Cl)cc3)c(C(=O)NCCCN3CCCCC3)[nH]c2c1,-0.8%
O=C(CN1C(=O)COc2ccc(S(=O)(=O)N3CCOCC3)cc21)NCc1ccc(F)cc1,-0.7%

# Ordered by the number under Epigenetic derep (descending): 3 from the list above.
molecule	Epigenetic derep
COc1ccc(S(=O)(=O)N2CCC(Oc3ccc(-n4cnnn4)cc3)CC2)cc1OC	0.1%
CC1=C(C(=O)Nc2ccccc2)C(c2ccncc2)n2nc(SCc3ccccc3)nc2N1 (stereo not given)	-1.8%
CN(C)c1ccc(-c2nc(-c3ccccn3)no2)cc1[N+](=O)[O-]	-2.6%

# The list continues.
SMILES,Epigenetic derep
O=C(NCc1ccc(F)cc1)c1ccc2c(c1)N(Cc1ccc(F)cc1Cl)C(=O)CS2,1.6%
COc1ccccc1C1c2c(-c3ccc(Cl)cc3)n[nH]c2C(=O)N1c1ccc(C)cc1 (stereo not given),9.9%
CCOC(=O)c1c(C)[nH]c(C)c1S(=O)(=O)NCC(=O)Nc1ccc(C)cc1C,1.7%
COc1cccc(N2CCN(C(=O)c3cccc(-n4c(C)nc5cccnc54)c3)CC2)c1,-3.7%
CCc1ccccc1N(C)C(=O)Cn1cnc2sc(C)c(S(=O)(=O)N3CCC(C)CC3)c2c1=O,7.0%
CCOC(=O)c1ccc(NC(=O)Nc2ccc3snnc3c2)cc1,u
COCCNC(=O)Cn1c(=O)n(CCCCCC(=O)NCc2ccccc2Cl)c(=O)c2sccc21,1.8%
CC(C)c1ccccc1NC(=O)CSc1nnc(COc2ccccc2)o1,-2.9%
CN(CC(=O)Nc1ccccc1F)S(=O)(=O)c1ccc2c(c1)c(=O)n(C)c(=O)n2C,-1.1%
O=C(NC1CCCCCC1)C1c2ccccc2C(=O)N1Cc1ccc(F)cc1 (stereo not given),-0.9%
Clc1ccc(OCc2nc3ccccc3n2Cc2ccccc2)c(Cl)c1,-0.8%
O=C(Cn1ncc2ccsc2c1=O)N1CCN(c2ccc(Cl)cc2)CC1,4.6%
COc1cc(C2C=C(C(=O)O)Nc3ncnn32)ccc1O (stereo not given),0.7%
Cc1cc(-c2ccc(C)c(S(=O)(=O)Nc3cccc(C#N)c3)c2)on1,-2.6%
CCN(C(=O)c1cnc2ccc(C)cn2c1=O)c1ccccc1,3.5%
O=c1oc2ccccc2cc1-c1cn2cc(Cc3ccc(F)cc3)sc2n1,1.9%
CCC(C)Cn1c(COc2ccc(OC)cc2)nc2ccccc21 (stereo not given),7.7%
COc1ccc(OC)c(-c2nc(Nc3ccccc3C)sc2CC(=O)O)c1,-1.0%
CCOC(=O)N1CCc2c(sc3c2c(=O)n(Cc2ccccc2)c(=O)n3CC(=O)Nc2ccc(C)c(C)c2)C1,-2.3%
COc1ccc(CNc2ccc3cc(S(=O)(=O)N4CCCCC4)ccc3n2)cc1,-1.8%
Cc1cc(C)cc(NC(=O)CCS(=O)(=O)c2cc3c4c(c2)CCN4C(=O)CC3)c1,-2.6%
Cc1cc(C)c2c(=O)cc(C(=O)Nc3sc4c(c3C(=O)NCc3ccccc3)CCCC4)oc2c1,-1.0%
CCOc1ccc2ncc3c(-c4cccc(OC)c4)nn(-c4ccccc4)c3c2c1,12%
CC(=O)c1ccc(N2CCN(c3ncnc4onc(-c5ccc(Cl)cc5)c34)CC2)cc1,-3.7%
CCCOc1ccc(C2c3c(oc4ccccc4c3=O)C(=O)N2c2ccc(C)cn2)cc1OCC (stereo not given),1.9%
Cc1ccc2c(=O)cc(C(=O)Nc3ccc(S(=O)(=O)Nc4onc(C)c4C)cc3)oc2c1,0.0%
COc1cccc(NC2=CC(c3ccc(C(C)C)cc3)N(c3cccc(OC)c3)C2=O)c1 (stereo not given),-1.1%
O=C(Nc1cc(-c2nc3ccccc3o2)ccc1Cl)c1sc2c([N+](=O)[O-])cccc2c1Cl,0.0%
CCc1cccc(NC(=O)Cn2c(=O)n(CC3CCC(C(=O)NCCc4ccccc4)CC3)c(=O)c3ccccc32)c1 (stereo not given),14%
O=C(Cn1c(=O)n(-c2ccccc2)c(=O)c2c3c(sc21)CCC3)c1ccc(Br)cc1,1.9%
COC(=O)c1cc(NC(=O)CCc2c(C)nc3c4c(C)cc(C)nc4nn3c2C)cc(C(=O)OC)c1,u
CCn1c(=NC(=O)c2ccc(S(=O)(=O)N3CCCC3)cc2)sc2cc(Br)ccc21,-1.1%
Cc1ccc2c(c1)C(c1ccccc1)N(C(=O)c1ccccc1F)CC(=O)N2 (stereo not given),-0.9%
CCOC(=O)C1CCCN(C(=O)Cn2nc(CC)n3c(cc4occc43)c2=O)C1 (stereo not given),-3.5%
COc1cc(OC)cc(-n2c(=O)c3sccc3n(Cc3ccc(F)cc3)c2=O)c1,-1.4%
COc1ccc(-n2nc(C(=O)N3CCN(c4cccc(C)c4)C(C)C3)c3c4ccccc4n(C)c3c2=O)cc1 (stereo not given),-2.5%
CC1CCc2c(sc(NC(=O)COc3ccccc3C(C)(C)C)c2C#N)C1 (stereo not given),-1.6%
Cc1ccc(-c2nc3c(c(SCc4ccc(Br)cc4)n2)Cc2c(CO)cnc(C)c2O3)cc1,-1.5%
Cc1ccc(C)c(Cn2c(=O)n(C(C)C)c(=O)c3oc4ccccc4c32)c1,-1.5%
COc1cc2ccccc2cc1C(=O)Nc1cccc(-c2nc3ccccc3o2)c1,-1.6%
Cc1ccc(NC(=O)C(C)Sc2nc3c(c(=O)[nH]2)CCCC3)cc1Cl (stereo not given),-1.0%
Cc1ccc(N(CC(=O)N2CCN(c3ccc(Cl)cc3)CC2)S(=O)(=O)c2c(C)noc2C)cc1,-0.4%
O=c1c2sc3ccccc3c2n(Cc2cccc(C(F)(F)F)c2)c(=O)n1Cc1ccccc1,-0.9%
CC(NC(=O)CSc1nc(-c2ccccc2F)nc2cc(=O)[nH]n12)c1nc2ccccc2n1C (stereo not given),-2.6%
Cc1nn(-c2ccc(F)cc2)c(-n2cccc2)c1C(=O)N1CCN(c2ccccc2F)CC1,-1.5%

# An excerpt from above in order of molar mass, rising.
SMILES,Epigenetic derep
CC1CCc2c(sc(NC(=O)COc3ccccc3C(C)(C)C)c2C#N)C1 (stereo not given),-1.6%
Cc1nn(-c2ccc(F)cc2)c(-n2cccc2)c1C(=O)N1CCN(c2ccccc2F)CC1,-1.5%
CCn1c(=NC(=O)c2ccc(S(=O)(=O)N3CCCC3)cc2)sc2cc(Br)ccc21,-1.1%

# (listing goes on)
SMILES,Epigenetic derep
O=C(Nc1ccc(Cl)cc1)C1CCC(CNS(=O)(=O)c2ccc(Br)s2)CC1 (stereo not given),2.2%
O=C(Cn1ncc2c(Cl)cccc21)NCc1cccc(Br)c1,3.5%
COc1ccc(CCn2c(=O)c3cccnc3n(CC(=O)Nc3c(C)cccc3C)c2=O)cc1OC,0.0%
COc1ccc(NC(=O)Cn2c(=O)n(CCC(C)C)c(=O)c3cccnc32)cc1Cl,2.8%
Cc1ccc(S(=O)(=O)c2cc3cc(C(=O)O)ccc3oc2=O)cc1,0.0%
CCOC(=O)c1c(C)[nH]c(C)c1S(=O)(=O)N1CCC(C(=O)Nc2ccc(C)c(Cl)c2)CC1,u
CCCN(C(=O)Cn1nc(Cc2ccncc2)c2ccccc2c1=O)c1ccccc1C,-0.3%
COc1cccc(CNC(=O)Cn2ncn3nc(-c4cccs4)cc3c2=O)c1,-1.3%
Nc1c(-c2nc(-c3cccs3)no2)nnn1-c1ccc(Cl)cc1,-0.9%
Cc1sc2c(c1C)c(=O)n(-c1ccc(Cl)cc1)c(=O)n2CC(=O)c1ccccc1,11%
Cc1oc(-c2ccc(Cl)cc2)nc1CN1CCCC(C(=O)NCCc2ccc(Cl)cc2)C1 (stereo not given),0.8%
COc1ccc(NC(=O)Cn2c(=O)n(Cc3ccccc3)c(=O)c3sc4ccccc4c32)cc1,6.3%
N#C/C(=C\c1c(Oc2ccc(Br)cc2)nc2ccccn2c1=O)c1nc2ccccc2s1,u
Cc1ccc(C)c(NC(=O)Nc2nnc(N(CC(C)C)CC(C)C)s2)c1,10%
CCc1cccc(CC)c1-n1nnc2c(sc3nc(C)cc(C)c32)c1=O,-1.8%

# By substructure: the entries above with a CF3 group (five)
SMILES,Epigenetic derep
COc1ccc(-c2cc(C(F)(F)F)n3nc(-c4ccccc4)cc3n2)cc1OC,0.0%
CCOC(=O)CSc1nc(-c2ccc(OCC)cc2)cc(C(F)(F)F)c1C#N,12%
COC(=O)c1c(NC(=O)COc2cccc(C(F)(F)F)c2)sc2c1CCCC2,-0.8%
COc1cc(OC)c(NC(=O)Cn2c(=O)c(C(F)(F)F)nc3ccccc32)cc1Cl,-2.1%
O=c1c2sc3ccccc3c2n(Cc2cccc(C(F)(F)F)c2)c(=O)n1Cc1ccccc1,-0.9%

# Remaining list, next part:
SMILES,Epigenetic derep
Cc1ccsc1CCN1C(=O)N(c2ccccc2)C(=O)C1CC(=O)Nc1ccc(Cl)cc1 (stereo not given),0.0%
O=C(Nc1ccc2nn(-c3ccc(Cl)cc3)nc2c1)c1cc2ccccc2o1,-0.8%
O=C(c1ccc(F)cc1)n1nc(-c2cccnc2)nc1NCc1ccccc1,-1.9%
COc1ccc(C)cc1NC(=O)C1CCN(S(=O)(=O)c2cccc3nonc23)CC1,u
CCc1ccc(CSc2nc(-c3ccc(OC)cc3)nc3c2Cc2c(CO)cnc(C)c2O3)cc1,-1.8%
Cc1ccc2onc(CNC(=O)NCc3ccc(Cl)cc3)c2c1,-0.6%
CC(C)c1ccc(NC(=O)c2ccc3oc(=O)c(S(=O)(=O)c4ccc(F)cc4)cc3c2)cc1,1.1%
CSc1cccc(NC(=O)CN(C)S(=O)(=O)c2ccc3c(c2)n(C)c(=O)c(=O)n3C)c1,-0.2%
COc1ccccc1NC(=O)C1=C(C)Nc2nnnn2C1c1cc(Br)c(O)c(OC)c1 (stereo not given),1.0%
Cc1cccc(-c2noc(-c3ccccc3NC(=O)C3CC(=O)N(c4ccccc4C)C3)n2)c1 (stereo not given),2.3%
CCOc1ccc(-c2nnc(Nc3ccc(S(N)(=O)=O)cc3)c3ccccc23)cc1,0.4%
CCOC(=O)c1[nH]c2ccccc2c1NC(=O)c1ccc(Br)cc1,6.2%
CCCCN(C)C(=O)c1ccc2c(=O)n3nc(Nc4cc(C)ccc4C)sc3nc2c1,-3.2%
CCCN(CCC)C(=O)Cn1nnc2sc(-c3ccccc3)cc2c1=O,-2.5%
O=C(CSc1nnc(COc2ccc(Cl)cc2)o1)Nc1ccccc1,u
COc1ccc(-c2cc(C(=O)Nc3c(C)nn(Cc4ccc(C)cc4)c3C)no2)cc1OC,-0.9%
COc1ccc(OC)c(C2NC(=O)NC(C)=C2C(=O)Nc2ccc(F)cc2)c1 (stereo not given),-0.2%

# As a working copy, part of the list above:
SMILES,Epigenetic derep
Cc1ccsc1CCN1C(=O)N(c2ccccc2)C(=O)C1CC(=O)Nc1ccc(Cl)cc1 (stereo not given),0.0%
O=C(Nc1ccc2nn(-c3ccc(Cl)cc3)nc2c1)c1cc2ccccc2o1,-0.8%
O=C(c1ccc(F)cc1)n1nc(-c2cccnc2)nc1NCc1ccccc1,-1.9%

# Source: PubChem
